Screens: PubChem, National Center for Advancing Translational Sciences (NCATS)
BCR signal inh: blocks chronic active B-cell receptor signaling; hit rate 0.05% among 340,000; AID 493014; ABC-DLBCL IkBa-CBG/CBR reporter, luminescence ratio, 4 h; Potency, µM (series often up to 46.1 µM), for inactives: at the top dose ratio change, negative = lower green/red ratio, hits mostly inhibitors; active means well fitted inhibition curve with a large enough effect in the signal ratio, with a control signal flat, not every such curve was filed as active; inconclusive means small, poorly fitted or top-dose-only effect, or effect the other way, or a change in a side signal; the % refers to the signal ratio;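 further: potency means the concentration at half of the fitted maximal effect; plate controls were basal doxycycline-induced cells for no effect and cells given 10 µM MG132 for full effect; MG132 reads +100%, hits lower the ratio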
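Compounds up to 46 uM were incubated four hours with TMD8 cells whose green CBG68 luciferase is fused to IkappaBalpha; red CBR luminescence normalised the signal, and concentration-effect curves were fitted to fusion, red and ratio data.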
TSHR antag: antagonists of human thyroid stimulating hormone receptor; P16473; TSHR-expressing cells, TSH-stimulated cAMP HTRF, 2 h; hits give low values; activity change, negative = inhibition, % at 11.5 µM; hit rate 0.2% among 330,000; AID 504810;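 active means activity change below a set negative limit, meaning inhibition stronger than a set level, cut at about -70% in these data; inconclusive means activity change between two set negative limits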; further: on the % scale 0 is the no-effect control and ±100 the full control effect
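Freshly harvested TSHR cells receive pin-tooled compound, then EC80 TSH at 4nM final. After 2 hours at 37 deg C, antibody in lysis buffer and cAMP-d2 are added; 30 minutes at ambient temperature precede the HTRF read.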
A-T KAP1 phos: potential ataxia-telangiectasia treatments restoring KAP-1 phosphorylation | hit rate 0.19% among 320,000 | Potency, µM (doses to about 57.5 µM), for the others: top-dose activation, hits mostly activators | […] A-T fibroblasts, KAP-1 phosphorylation AlphaLISA; neocarzinostatin DNA damage 30 min before lysis; further: potency means the concentration at half of the fitted maximal effect; % of control where 0% means no effect; nearly all actives have a fitted effect of over 45% in size
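ATM-like activity read as KAP-1 phosphorylation via AlphaLISA donor/acceptor antibody pairs after lysis and 6 hr at 25C. Cells were ATM-null patient fibroblasts ([…], hTERT), dosed 60 min, then exposed to the DSB inducer NCS for 30 min.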
Eya2 inh: Eya2 (human) phosphatase inhibition. Potency, µM (highest dose often 76.9 µM), for the others: at the top dose activity, negative = inhibition, hits mostly inhibitors. recombinant Eya2, OMFP fluorescence dephosphorylation (OMFP is methylfluorescein phosphate). hit rate 0.006% among 330,000. AID 488837; further: potency means the concentration at half of the fitted maximal effect; on the % scale 0 is the no-effect control and ±100 the full control effect
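Eya2 (0.2 uM) preincubated 10 min at ambient with compound, then OMFP substrate added at 50 uM; 10 min reaction in 50 mM HEPES pH 7.5, 50 mM NaCl, 5 uM MgCl2, 0.05% BSA, 1 mM DTT. Fluorescence read at Ex 485/Em 525 nm.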
Mito fusion yeast: blocks mitochondrial division or promotes mitochondrial fusion | S. cerevisiae fusion-defective mutant growth rescue, CellTiterGlo 48 h | Potency, µM (titrated, usually from 46.1 µM), for inactives: at the top dose growth rescue (activation), most hits filed as activators | hit rate 0.23% among 320,000 | AID 485298;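 further: potency means the concentration at half of the fitted maximal effect; % of control where 0% means no effect; nearly all actives have a fitted effect of over 45% in size; temperature-sensitive fusion mutants such as fzo1-1 at 37 °C on non-fermentable ethanol glycerol medium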
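Temperature-sensitive fusion-defective S. cerevisiae (e.g. fzo1-1, mgm1-5) were grown with compound in YPEG medium (3% ethanol, 3% glycerol) for 48 hours at 37C. Growth rescue was measured as viability by CellTiterGlo luminescence after 10 minutes at ambient.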
PTAP TSG101 blk: blocks PTAP/TSG101 interaction to inhibit HIV-1 budding. AID 493005. 340,000 tested, under 10 active. Potency, µM (titrated, usually from 115 µM), for inactives: top-dose activity change, negative = inhibition, actives largely listed as inhibitors. Q99816. Fluorescence polarization, FITC-PTAP peptide / Tsg101 binding; active means well fitted inhibition curve with a large enough effect in the main read-out, with a control signal flat, not every such curve was filed as active; inconclusive means small, poorly fitted or top-dose-only effect, or effect the other way, or a change in a side signal; inactive means no such curve, though single readings can be large or run the other way; further: potency means the concentration at half of the fitted maximal effect; % of control where 0% means no effect
Target sequence (Q99816 whole entry, looked up): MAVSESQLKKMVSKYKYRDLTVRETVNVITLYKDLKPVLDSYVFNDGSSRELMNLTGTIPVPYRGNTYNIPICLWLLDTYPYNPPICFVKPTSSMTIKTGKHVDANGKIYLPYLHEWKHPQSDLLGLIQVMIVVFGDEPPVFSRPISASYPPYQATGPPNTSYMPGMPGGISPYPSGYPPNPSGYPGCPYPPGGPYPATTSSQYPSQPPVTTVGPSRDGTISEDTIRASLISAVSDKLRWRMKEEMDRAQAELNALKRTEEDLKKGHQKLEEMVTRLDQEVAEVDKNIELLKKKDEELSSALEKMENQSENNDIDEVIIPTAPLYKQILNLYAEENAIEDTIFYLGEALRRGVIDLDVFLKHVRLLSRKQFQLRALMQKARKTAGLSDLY
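Compounds were pin-transferred onto Tsg101 binding domain (10 uM final) in HEPES pH 7.5 buffer, then FITC-PTAP peptide was added at 50 nM final. After 20 min at RT, polarization reported peptide displacement across a qHTS concentration series.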
Integrin act MD: integrin-mediated muscular dystrophy alleviation activation; alpha7betagal myoblasts, beta-gal FDG fluorescence, 48 h; Potency, µM (titrated, usually from 38.3 µM), without a hit: at the highest dose activation, most hits filed as activators; hit rate 0.064% among 350,000;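 further: potency means the concentration at half of the fitted maximal effect; 100% = response of the positive control SU9516; nearly all actives have a fitted effect of over 60% in size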
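alpha7betagal+/- myoblasts (passage 13, 250/well) treated 48 h at 37C with compounds at 1:260 dilution of DMSO stock. Lysed, then beta-galactosidase activity read as FDG fluorescence (ex 480/em 540) after 30 min, with pre-read for autofluorescence.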
Tb PFK block: T. brucei PFK enzyme inhibition; O15648; T. brucei PFK, ADP-Glo luminescence; Potency, µM (doses to about 57.5 µM), for inactives: at the highest dose activity, negative = inhibition, most hits filed as inhibitors; hit rate 0.17% among 330,000; AID 485367;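 further: potency means the concentration at half of the fitted maximal effect; 0% = uninhibited 1x PFK enzyme wells and -100% = no-enzyme wells; nearly all actives have a fitted effect of over 60% in size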
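Compounds were pin-transferred as a titration series up to 57 uM into substrate buffer (0.5 mM F6P, 0.1 mM ATP, pH 8.0), then 1.25 nM PFK was added and reactions ran 45 min before ADP-Glo detection.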
TCR activator: T cell receptor activation. 330,000 tested, under 10 active. Potency, µM (titrated, usually from 9.22 µM), for inactives: at the highest dose activation of IL-2 secretion, most hits filed as activators. primary human leukocytes, anti-CD3, IL-2 HTRF, 48 h. AID 504894; further: % of control where 0% means no effect
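1) Mix primary human leukocytes, a-CD3 beads and compound. 2) Incubate 48 hr. 3) Add HTRF IL-2 reagents (a-IL-2-K, a-IL-2-d2).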
ELG1 repair inh: blocks ELG1-dependent DNA repair in HEK293T cells; hit rate 2.3% among 330,000; AID 504467; HEK293T ELG1-luciferase reporter, luminescence, 16 h; DNA damage induced by 5-fluorouridine; Potency, µM (top dose mostly 46.1 µM), for inactives: at the top dose activity change, negative = inhibition, hits mostly inhibitors; further: potency means the concentration at half of the fitted maximal effect; on the % scale 0 is the no-effect control and ±100 the full control effect; nearly all actives have a fitted effect of over 55% in size
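Step one: seed 2,000 cells per well. Step two: pin-transfer compound or DMSO alongside 5-fluorouridine. Step three: incubate 16 hr, 37 °C, 5% CO2. Step four: add ONE-Glo, wait 30 min, read luminescence.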
S-ASM inh: human S-ASM enzyme inhibition; P17405; placental ASM, HMU-PC fluorogenic substrate, 60 min; Potency, µM (doses to about 57.5 µM), inactives show at the top dose activity change, negative = inhibition, usual class: inhibitors; hit rate 0.006% among 340,000; AID 504937; further: potency means the concentration at half of the fitted maximal effect
Target sequence (P17405 47-631 limits assumed): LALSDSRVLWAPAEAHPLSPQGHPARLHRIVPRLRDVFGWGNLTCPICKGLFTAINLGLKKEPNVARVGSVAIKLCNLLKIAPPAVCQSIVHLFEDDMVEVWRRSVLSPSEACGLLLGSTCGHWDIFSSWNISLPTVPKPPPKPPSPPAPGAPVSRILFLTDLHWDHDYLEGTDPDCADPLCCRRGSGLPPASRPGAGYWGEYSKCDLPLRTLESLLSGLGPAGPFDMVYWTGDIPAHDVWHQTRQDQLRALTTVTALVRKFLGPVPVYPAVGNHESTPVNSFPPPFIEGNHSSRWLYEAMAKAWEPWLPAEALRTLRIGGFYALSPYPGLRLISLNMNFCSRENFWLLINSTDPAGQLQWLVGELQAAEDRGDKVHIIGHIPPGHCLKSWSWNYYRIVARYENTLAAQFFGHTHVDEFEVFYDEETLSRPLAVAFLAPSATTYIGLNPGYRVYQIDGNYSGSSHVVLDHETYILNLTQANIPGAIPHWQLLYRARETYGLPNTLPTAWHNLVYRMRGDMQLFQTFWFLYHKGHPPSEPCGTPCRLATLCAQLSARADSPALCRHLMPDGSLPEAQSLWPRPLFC
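Fluorescence read-out (Ex 386 nm, Em 447 nm) after stopping the reaction at pH 10. Enzyme: ASM from human placenta; substrate HMU-PC0, 9 uM final; 60 min, 37 °C. Compound preincubation 10 min, ambient temperature.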
Numbers without * were called inactive; ? = inconclusive; . = no result given; [ ] = remark or other dose. Unless noted, the call rests on the fitted dose curve; in most records, active means well fitted curve in the direction sought with a large enough effect; inconclusive means small, poorly fitted or top-dose-only effect, or another doubt; inactive means no such curve, though single readings can be large; an effect the other way counts as inactive or inconclusive.

Second line of a record: TSHR antag, PTAP TSG101 blk, A-T KAP1 phos, Eya2 inh, BCR signal inh, S-ASM inh, Mito fusion yeast, TCR activator, Tb PFK block, Integrin act MD, ELG1 repair inh
Cc1[nH]c2ccc(F)cc2c1CCN(Cc1cccnc1)C(=S)Nc1cccc(F)c1
    -4, 0%, 2%, -1%, ?, -8%, 18%, ., 1%, -16%, ?
CCOC(=O)N1CCN(C(=O)C(=O)Nc2ccc3nc4n(c(=O)c3c2)CCCCC4)CC1
    2, -2%, 3%, -1%, 4%, -1%, -1%, -4%, 1%, 15%, -18%
CC1CC(C)CN(S(=O)(=O)c2ccc(NC(=S)NC(=O)c3ccccc3)cc2)C1 (stereo not given)
    3, -1%, 3%, -3%, -7%, -4%, 2%, 6%, 6%, -2%, 12%
O=C(/C=C/c1ccc([N+](=O)[O-])cc1)N(c1ccccn1)C1CCCCC1
    8, 0%, -1%, -1%, 0%, -2%, 9%, -4%, -4%, 14%, 15%
Cc1ccc(OCC(=O)Nc2ccc(S(=O)(=O)N3CCCC3)cc2)cc1
    0, -2%, -3%, -12%, 3%, -2%, 7%, 4%, -4%, -4%, 2%
CCCCNC(=O)c1cc(C)no1
    0, -4%, 0%, 5%, 2%, 0%, -24%, -5%, -7%, ?, 2%
CC(=O)c1c(C)[nH]c(C(=O)Nc2nc(C)cs2)c1C
    0, -2%, 0%, 7%, 0%, -4%, 0%, 4%, 6%, 10%, ?
COc1cccc(CN2CCCC(C(=O)N3CCCCC3)C2)c1 (stereo not given)
    1, -1%, 3%, -13%, ?, -5%, 1%, -1%, 2%, 8%, 1%
CCN(CCNC(=O)C1=C(C)C(=O)OC12CCC(C)CC2)c1ccccc1 (stereo not given)
    -6, -8%, -3%, -6%, ?, -3%, 11%, 1%, 0%, 0%, -7%
O=C(CCc1ccc(S(=O)(=O)N2CCOCC2)cc1)Oc1ccccc1
    2, -7%, 5%, -19%, 0%, 1%, 1%, 5%, 0%, -1%, 14%
COc1ccc(S(=O)(=O)Nc2c(C(=O)O)[nH]c3ccc(OC)cc23)cc1
    -3, 0%, -2%, 1%, 3%, 21%, 1%, 9%, -3%, 9%, 2%
O=C(/C=C/c1ccccc1)OCC(=O)c1c[nH]c2ccccc12
    -3, 0%, 7%, -6%, ?, -14%, ., 6%, 14%, -34%[inhibitor], -9%
COc1ccc(Nc2nc(N/N=C/c3ccc(N(C)C)cc3)nc(C)c2[N+](=O)[O-])cc1
    -4, -3%, -8%, -9%, 12%, -12%, -3%, -4%[46.1 µM], 2%, 9%, -20%
Fc1ccccc1CNCC1CCCO1 (stereo not given)
    0, -6%, -11%, -1%, 3%, 3%, -1%, ., 4%, 12%, 5%
O=C(NCCc1ccc(Cl)cc1)c1ccc2[nH]c(=O)c(=O)[nH]c2c1
    2, -1%, -1%, 6%, -6%, -1%, 1%, -4%, -27%, 3%, ?
COc1ccc2ccccc2c1/C=N/Nc1cccc(C(=O)O)c1
    11, 1%, -5%, 1%, ?, -1%, -16%, -4%, 2%, 3%, ?
CC1=NNC(=O)C1C(c1ccc(Cl)cc1)C(C#N)C#N (stereo not given)
    4, 0%, 12%, 10%, ?, -2%, -1%, 0%, -2%, -3%, ?
NS(=O)(=O)c1ccc(NC(=O)/C=C/c2cn(-c3ccccc3)nc2-c2cccc(Cl)c2)cc1
    26, -3%, 9%, -2%, -22%, 117%[activator], -3%, ., -16%, -46%[inhibitor], ?
CC(C)c1nnc(NC(=O)CN(C)S(=O)(=O)c2ccc3c(c2)OCCO3)s1
    -6, -4%, 1%, 4%, -3%, -1%, 1%, 1%, -2%, -3%, -14%
COc1ccc(C(=O)NNC(=S)NC(=O)c2cccnc2)cc1
    0, 1%, -5%, -9%, 23%, -1%, -4%, 11%, -3%, 6%, 15%
CCOC(=O)c1cnc(-n2cc(C)cn2)nc1NCc1ccc2c(c1)OCO2
    0, 0%, -13%, -1%, 1%, -5%, -5%, -6%, 2%, -39%, ?
O=S(=O)(CCc1ccncc1)C1Cc2cccc3cccc1c23 (stereo not given)
    -7, -5%, 38%, -1%, ?, 2%, -2%, 9%, -1%, -7%, ?
COc1ccccc1N1CCN(C(=O)C2CCN(S(=O)(=O)c3ccc4c(c3)CC(C)N4C(C)=O)CC2)CC1 (stereo not given)
    4, 1%, -1%, 3%, ?, 0%, 17%, -2%, 2%, ?, -14%
CN(C)S(=O)(=O)c1ccc(C(=O)OCC(=O)NC(=O)NC2CCCC2)cc1
    8, -7%, -2%, 7%, -2%, -10%, ., ., 0%, 9%, ?
Cc1ccc(-c2nc(SCC(=O)Nc3ccccc3OC(F)F)c3c(C)c(C(=O)O)sc3n2)cc1
    -2, ., 3%, -6%, ?, ., 11%, ., -30%, ., ?
CCN(CC)c1ccc(/C=C2\NC(=O)NC2=O)cc1
    -15, 0%, -4%, -7%, ?, 29%, 7%, 10%[46.1 µM], -6%, 10%, -27%
Cc1ccsc1/C=C1/C(=O)NN(c2ccccc2)C1=O
    0, 0%, -5%, 1%, ?, -1%, 6%, 12%, 18%, -7%, 2%
COc1ccc2c(c1)c(CC(=O)Nc1cc(C)ccc1C)c(C)n2C(=O)c1ccc(Cl)cc1
    1, 3%, -2%, 4%, ?, -6%, -9%, 1%[46.1 µM], 0%, -4%, ?
CC(Sc1nnnn1C1CC1)C(=O)Nc1cccc(S(=O)(=O)N2CCOCC2)c1 (stereo not given)
    7, 0%, 2%, 17%, -2%, ., -1%, -1%, 1%, 22%, 6%
Oc1c(C(c2ccccn2)N2CCCCC2)cc(Cl)c2cccnc12 (stereo not given)
    -11, -1%, 0%, -1%, ?, 0%, 0%, 9%, 11%, -9%, ?
CC1CN(S(=O)(=O)c2ccc(C(=O)Nc3nc(-c4cc5ccccc5o4)cs3)cc2)CC(C)O1 (stereo not given)
    -20, -4%, 0%, 4%, -4%, 17%, -5%, 12%[46.1 µM], 1%, -50%[inhibitor], -18%
COc1ccccc1C(=O)NCC(=O)OCC(=O)Nc1ccc2[nH]c(=O)[nH]c2c1
    -7, 0%, 4%, 13%, 0%, -1%, 2%, ., 27µM*, -16%, 9%
CCCCN(CCCC)CC(O)Cn1c2ccccc2c(=O)c2ccccc21 (stereo not given)
    -10, -5%, 4%, -2%, 0%, ., -3%, -1%, -7%, -29%, -8%
CC(=O)c1ccc2c(c1)c(C#N)c1ccccc1[n+]2[O-]
    -5, ?, 2%, 16%, 4%, 39%[activator], -5%, 13%, -9%, -1%, 12%
Cc1ccccc1-c1cc(C(=O)Nc2sc(C(=O)OC(C)C)c(C)c2C#N)c2ccccc2n1
    -49, -2%, 0%, 18%, ?, -27%, 2%, -33%, 2%, -67%[inhibitor], 23µM*
COc1ccc(C2SCC(=O)N2Cc2ccccc2)cc1 (stereo not given)
    0, -4%, 1%, 2%, -5%, -8%, 0%, -4%, 0%, -2%, 10%
COc1ccc(C2=CC3=C(Br)C(=O)C(C)(OC(=O)C4CCCC4)C(=O)C3=CO2)cc1 (stereo not given)
    -4, -9%, -10%, 4%, 18%, -3%, -3%, 6%, -3%, -22%, ?
CCC(NC(=O)CCc1c(C)c2cc3c(C)c(C)oc3cc2oc1=O)C(=O)N[C@@H](Cc1ccccc1)C(=O)O (stereo not given in full)
    4, 0%, 6%, -9%, 18%, 220%[activator], -3%, -4%, 0%, 12%, 16%
CC(C)n1cc(NC(=O)C2CC(c3cccc(Br)c3)=NO2)cn1 (stereo not given)
    1, 1%, 0%, -18%, ?, 0%, -3%, 0%, -1%, 6%, 0%
